# Assay outcomes: PubChem, National Center for Advancing Translational Sciences (NCATS)
# RGS4 inh = Inhibitors of Regulator of G Protein Signaling (RGS) 4: qHTS; Transcreener GDP fluorescence polarization, RGS4-accelerated GTP hydrolysis; Potency, µM (titrated, usually from 114 µM), for the others: at the highest dose activity change, negative = inhibition, hits mostly inhibitors; hit rate 0.039% among 390,000; further: on the % scale 0 is the no-effect control and ±100 the full control effect; nearly all actives have a fitted effect of over 75% in size; some results filed as inactive show a strong effect at the top dose
#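 MLSMR compounds (23 nl, pin-transferred) preincubated 10 min at room temperature with a 500nM (2x) first reagent, then RGS4 at 900nM (2x) plus Transcreener GDP mix added; fluorescence polarization (620/688 nm) read before and after 90 min at 30 °C.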
# PGK inhibitor = qHTS Assay to Find Inhibitors of Phosphoglycerate Kinase; Phosphoglycerate kinase, glycosomal (Trypanosoma brucei brucei), P07378; PGK/GAPDH coupled, Kinase-Glo luminescence, 60 min; Potency, µM (top dose mostly 57.5 µM), inactives show top-dose activity change, negative = inhibition, usual class: inhibitors; hit rate 0.043% among 380,000; AID 602233, 2012; further: on the % scale 0 is the no-effect control and ±100 the full control effect; nearly all actives have a fitted effect of over 60% in size
#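 Luminescent ATP detection (Kinase-Glo Plus) follows a 60-minute room-temperature incubation, with wells lacking PGK as controls. Buffer: 100 mM TEA (pH 7.6), 5 mM MgCl2, 0.01% Tween-20. Coupling enzyme GAPDH (100 nM final) supplies unstable 1,3-BPG in-well.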
# HP1b binding inh = HTS for Inhibitors of HP1-beta Chromodomain Interactions with Methylated Histone Tails | AlphaScreen HP1-beta / biotin-H3K9me3 peptide binding | Potency, µM (titrated, usually from 114 µM), without a hit: top-dose activity change, negative = inhibition, most hits filed as inhibitors | hit rate 0.56% among 390,000 | AID 540317, 2011; further: nearly all actives have a fitted effect of over 70% in size; inactives centre near 23
#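 AlphaScreen: HP1-beta (50 nM) preformed 30 min with biotin-H3(1-18)K9me3 peptide (50 nM) in PBS pH 7.4, 0.01% Tween-20. Compound added for 30 min at RT, then streptavidin donor/nickel chelate acceptor beads (10 ug/mL) for 30 min.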
# GLS inh = qHTS for Inhibitors of Glutaminase (GLS); Potency, µM (titrated, usually from 45.5 µM), for inactives: at the top dose activity change, negative = inhibition, usual class: inhibitors; AID 624170, 2012; hit rate 0.21% among 410,000; GLS enzymatic activity, qHTS titration; Glutaminase kidney isoform, mitochondrial (Homo sapiens), O94925; further: on the % scale 0 is the no-effect control and ±100 the full control effect
#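 Coupled fluorescence readout: glutamate oxidase/HRP/Amplex Red detect glutamate formed by hKGA from L-glutamine (1 mM solution added). Buffer 45 mM KH2PO4 pH 8.2, 0.02% Tween-20; reads at t0 and 30 min RT.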
# 12-LOX inh = Primary qHTS assay for inhibitors of human arachidonate 12S-lipoxygenase (ALOX12): Round 2; AID 1671190, 2021; Potency, µM (titrated, usually from 108 µM), for the others: at the highest dose activity change, negative = inhibition, most hits filed as inhibitors; purified 12hLO, xylenol orange hydroperoxide absorbance; hit rate 1.1% among 580,000; Polyunsaturated fatty acid lipoxygenase ALOX12 (Homo sapiens), P18054; further: on the % scale 0 is the no-effect control and ±100 the full control effect
#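 Purified human 12hLO at 150 nM in 25 mM Hepes, 0.01% Triton X-100, pH 7.0, preincubated 15 min at room temperature with compound. Reaction started with 40 uM arachidonic acid, 30 min at room temperature. Hydroperoxide measured by Fe-xylenol orange, 573/405 nm absorbance ratio.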
# ERG-DNA inh = qHTS for Small Molecule Inhibitors of the ERG Ets/DNA interaction | AID 624246, 2012 | hit rate 0.028% among 370,000 | Potency, µM (doses to about 76.9 µM), for inactives: at the top dose FP activity, negative = inhibition, actives largely listed as inhibitors | fluorescence polarization, His-ERG Ets domain / labelled DNA; active means well fitted inhibition curve with a large enough effect in the polarisation, with a control signal flat; inconclusive means small, poorly fitted or top-dose-only effect, or effect the other way, or a change in a side signal; inactive means no such curve, though single readings can be large or run the other way; the % refers to the polarisation;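 further: polarization taken with two DNA probes labelled with fluorescein and Texas red; % of control where 0% means no effect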
#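 His-tagged ERG Ets domain (1 uM in the protein solution; 300mM KCl, 50mM Tris-HCl, 1mM EDTA, 1mM DTT, pH 7.5) received compound, then a probe mix of 5 nM fluorescein-DNA and 100nM Texas-615-DNA. Fluorescence polarization was read for both dyes.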
# TrxR1 inh = qHTS Assay for Inhibitors of Mammalian Selenoprotein Thioredoxin Reductase 1 (TrxR1): qHTS; Thioredoxin reductase 1, cytoplasmic (Rattus norvegicus), O89049; recombinant rTrxR1, NADPH fluorescence consumption, selenite substrate; Potency, µM (top dose mostly 114 µM), for inactives: at the top dose activity change, negative = inhibition, actives largely listed as inhibitors; hit rate 1% among 390,000; AID 588453, 2011; further: on the % scale 0 is the no-effect control and ±100 the full control effect; nearly all actives have a fitted effect of over 65% in size
#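 Rat TrxR1 (90 nM in the dispensed reagent) was pre-reduced with 400 uM NADPH for 5 min at room temperature, then incubated with compound for 15 min. After 400 uM selenite was added, NADPH fluorescence (Ex 340/Em 450 nm) was followed for 8 min.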
# JMJD2A Tudor inh = qHTS Assay for Inhibitors of JMJD2A-Tudor Domain; hit rate 4.4% among 390,000; Potency, µM (doses to about 114 µM), for the others: top-dose activity change, negative = inhibition, hits mostly inhibitors; AID 504339, 2011; Lysine-specific demethylase 4A (Homo sapiens), O75164; AlphaScreen JMJD2A-Tudor / H3K4me3 peptide binding; further: on the % scale 0 is the no-effect control and ±100 the full control effect; nearly all actives have a fitted effect of over 50% in size
# Target sequence (O75164 whole entry, looked up, the tested form may be a part): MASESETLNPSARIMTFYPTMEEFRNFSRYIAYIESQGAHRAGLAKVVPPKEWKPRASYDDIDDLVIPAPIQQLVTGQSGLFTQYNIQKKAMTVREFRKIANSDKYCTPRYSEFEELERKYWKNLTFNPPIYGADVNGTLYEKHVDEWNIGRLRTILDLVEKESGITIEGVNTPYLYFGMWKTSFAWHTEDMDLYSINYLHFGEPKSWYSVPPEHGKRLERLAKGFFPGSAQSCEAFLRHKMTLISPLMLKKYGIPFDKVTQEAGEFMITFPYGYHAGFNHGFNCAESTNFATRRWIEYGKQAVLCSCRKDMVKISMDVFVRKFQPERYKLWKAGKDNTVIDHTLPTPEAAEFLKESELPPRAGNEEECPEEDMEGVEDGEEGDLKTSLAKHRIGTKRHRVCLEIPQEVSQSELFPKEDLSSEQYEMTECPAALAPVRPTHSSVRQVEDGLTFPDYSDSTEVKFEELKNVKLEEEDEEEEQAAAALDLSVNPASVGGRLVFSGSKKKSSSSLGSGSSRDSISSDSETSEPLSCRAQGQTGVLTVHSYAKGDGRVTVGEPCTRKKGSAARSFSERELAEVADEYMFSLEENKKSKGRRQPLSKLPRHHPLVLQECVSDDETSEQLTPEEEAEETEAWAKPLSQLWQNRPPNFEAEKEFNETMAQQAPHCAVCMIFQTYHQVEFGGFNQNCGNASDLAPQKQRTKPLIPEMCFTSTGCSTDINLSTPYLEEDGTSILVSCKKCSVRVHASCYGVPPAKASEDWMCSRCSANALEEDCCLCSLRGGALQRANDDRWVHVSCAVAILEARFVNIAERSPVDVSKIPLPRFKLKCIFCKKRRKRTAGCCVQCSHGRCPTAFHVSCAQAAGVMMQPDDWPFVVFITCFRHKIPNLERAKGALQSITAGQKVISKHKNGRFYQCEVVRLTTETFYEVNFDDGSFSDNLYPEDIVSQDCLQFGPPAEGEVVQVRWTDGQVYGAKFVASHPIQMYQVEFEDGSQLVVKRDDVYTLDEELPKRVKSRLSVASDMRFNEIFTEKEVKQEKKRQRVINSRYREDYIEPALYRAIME
# Pin1 inh = qHTS Assay to Find Inhibitors of Pin1 | Potency, µM (doses to about 115 µM), for the others: at the highest dose activity, negative = inhibition, most hits filed as inhibitors | hit rate 0.009% among 390,000 | Pin1 FP peptide displacement, HiFluor488, 10 min | Peptidyl-prolyl cis-trans isomerase NIMA-interacting 1 (Homo sapiens), Q13526 | AID 504891, 2011; active means well fitted inhibition curve with a large enough effect in the polarisation, with a control signal flat, not every such curve was filed as active; inconclusive means small, poorly fitted or top-dose-only effect, or effect the other way, or a change in a side signal; inactive means no such curve, though single readings can be large or run the other way; the % refers to the polarisation; further: on the % scale 0 is the no-effect control and ±100 the full control effect
# * hit, by the source's call; i = inactive; ? = inconclusive; / = no result given; & = joins results of further samples; [ ] = remark or other dose. Unless noted, the call rests on the fitted dose curve; in most records, active means well fitted curve in the direction sought with a large enough effect; inconclusive means small, poorly fitted or top-dose-only effect, or another doubt; inactive means no such curve, though single readings can be large; an effect the other way counts as inactive or inconclusive. Potency means the concentration at half of the fitted maximal effect. A portion of the library; the hit share may differ from the screen's.
SMILES,RGS4 inh,PGK inhibitor,HP1b binding inh,GLS inh,12-LOX inh,ERG-DNA inh,TrxR1 inh,JMJD2A Tudor inh,Pin1 inh
CCOC(=O)C(NC(=O)NC1CCCCC1)(c1ccccc1)C(F)(F)F (stereo unspecified),-5%,-9%,51%[activator],-6%,-9%,8%,-23%,-12%,3%
COCCCNC(=S)N/N=C/c1ccc(N(C)C)cc1Cl,6%,4%,23%,0%,0%,2%,7%[57.1 µM],5%,-3%
CCOc1ccc(CNC(=O)c2ccc3nc(CC)c(CC)nc3c2)cc1OC,3%,-3%,22%,8%,-6%,-5%,16%[57.1 µM],-14%,1%
Cc1ccc2c(c1)c(N=Nc1cccc(C(=O)O)c1)c(O)n2C,4%,-11%,-5%,2%,-12%,10%,6%,-12%,-1%
Cc1ccc2nsnc2c1S(=O)(=O)N1CCN(CCc2ccccc2)CC1,9%,4%,-8%,0%,-8%,3%,-2%[57.1 µM],?,-8%
O=C(Cc1ccccc1)NCC(=O)OCC(=O)c1ccc(F)cc1,-13%,i,44%[activator],3%,?,-1%,27%,-11%,2%
CC(C)Cn1c(SCC(=O)NC(=O)NC2CCCC2)nc2ccccc21,9%,/,21%,-1%,-18%,3%,-3%[57.1 µM],-22%,?
CCOC(=O)C1=C(c2ccc(OC)cc2)C(=O)c2ccccc2C1=O,5%,2%,32µM*,9%,?,0%,-5%,40µM*,-2%
C=C1CC(C)OC(c2ccccc2OCC(O)CN2CCCCC2)C1 (stereo unspecified),-13%,7%,24%,-2%,-23%,8%,21%,-22%,1%
CC(=O)NCC(=O)OCC(=O)N1c2ccccc2Sc2ccccc21,6%,-5%,7%,6%,0%,13%,3%,-21%,-10%
Cc1ccc(NC(=O)Nc2ccccc2C#N)c(Cl)c1,-24%,-2%,27%,-7%,0%,-1%,-3%,3%,-6%
Cc1nn(C)c2c1c(-c1ccccc1)cc(=O)n2C(C)C(=O)NCc1ccc(F)cc1 (stereo unspecified),-11%,i,-15%,-9%,-25%,2%,8%[57.1 µM],-19%,1%
COc1ccc2c(c1)c1c(c(=O)n(Cc3ccccc3)c(=O)n1CC(=O)Nc1ccc(C)cc1C)n2C,-4%,0%,36%,-1%,-12%,-7%,26%,18%,-2%
CC1=C(C(=O)Nc2ccccc2)C(c2ccncc2)C(C#N)=C(SCC(=O)NC2CC2)N1 (stereo unspecified),-14%,-13%,65%[activator],-5%,-16%,-12%,-3%,-9%,-3%
COc1cccc(CN2CCNC(=O)C2CC(=O)N(C)C2CCOCC2)c1 (stereo unspecified),5%,5%,44%[activator],3%,-4%,0%,?,-4%,-4%

# Overlap with the part before: 3 compounds; new compounds follow.
SMILES,RGS4 inh,PGK inhibitor,HP1b binding inh,GLS inh,12-LOX inh,ERG-DNA inh,TrxR1 inh,JMJD2A Tudor inh,Pin1 inh
COc1ccc2c(c1)c1c(c(=O)n(Cc3ccccc3)c(=O)n1CC(=O)Nc1ccc(C)cc1C)n2C,-4%,0%,36%,-1%,-12%,-7%,26%,18%,-2%
CC1=C(C(=O)Nc2ccccc2)C(c2ccncc2)C(C#N)=C(SCC(=O)NC2CC2)N1 (stereo unspecified),-14%,-13%,65%[activator],-5%,-16%,-12%,-3%,-9%,-3%
COc1cccc(CN2CCNC(=O)C2CC(=O)N(C)C2CCOCC2)c1 (stereo unspecified),5%,5%,44%[activator],3%,-4%,0%,?,-4%,-4%
CCCSCCCNC(=O)c1ccc(Cn2c(=O)c3cccn3c3cccnc32)cc1,-1%,-7%,39%[activator],-2%,-14%,1%,0%,10%,19%
Cc1sc2nc(SCC(=O)OC(C)C)n(C)c(=O)c2c1C,-1%,i,42%[activator],-14%,0%,-3%,-21%,-3%,10%
CCc1nc(CN2CCN(c3ccc(C(F)(F)F)cn3)CC2)c(C)[nH]1,0%,i,39%[activator],-1%,0%,1%,16%,1%,2%
CCOC(=O)N1CCN(C(=O)c2ccc3nc4cc(Cl)ccc4c(=O)n3c2)CC1,15%,-5%,13%,5%,9%,-6%,41%[activator],-6%,-11%
COc1cc2c(cc1OC)CN(CC(=O)NC(=O)NCc1ccco1)CC2,6%,7%,45%[activator],14%,-3%,7%,7%,-10%,6%
COc1cccc(NC(=O)CN(C)C(=O)CSCC(=O)Nc2ccc(C)cc2)c1,-4%,-2%,23%,-12%,?,-13%,19%,-15%,4%
CC1=CN2C(=NC(=O)CC2(C)C(=O)N(CC(=O)NC2CCCC2)Cc2ccccc2)C=C1 (stereo unspecified),-23%,-6%,29%,7%,-12%,-7%,3%[57.1 µM],14%,1%
COc1ccc(C(C)NS(=O)(=O)Cc2ccccc2)cc1 (stereo unspecified),-1%,15%,20%,3%,-16%,-6%,-7%[57.1 µM],-13%,1%
O=C1CCCN1CC(O)CS(=O)(=O)c1ccc(Cl)cc1 (stereo unspecified),-6%,i,11%,1%,0%,-5%,15%[57.1 µM],-21%,-8%
CCCn1c(=O)c2c(nc3n2CCCN3Cc2ccccc2)n(C)c1=O,28%,2%,5%,0%,-16%,-10%,-23%,-31%,1%
COc1ccc(NC(C)=O)cc1NC(=O)c1ccc2ccccc2c1,-18%,i,52%[activator],-1%,-11%,-5%,1%[57.1 µM],-20%,4%
Cc1cc(NCc2ccccc2)nc2ccccc12,-6%,i,71%[activator],-4%,270%[activator],3%,12%,18%,-9%
CCOCC(=O)Nc1ccccc1C(=O)OCC,-18%,1%,24%,7%,0%,-9%,16%[57.1 µM],10%,3%
O=C(CSc1nc2c(c(=O)[nH]1)CN(Cc1ccc(F)cc1)CC2)Nc1cccc(C(F)(F)F)c1,-4%,19%,21%,-3%,-20%,6%,14%,-9%,-4%
O=C(Cn1c(=O)oc2cc(S(=O)(=O)NCc3ccccc3)ccc21)Nc1cccc(F)c1,17%,10%,25%,4%,0%,0%,3%,-12%,26%
CSc1nnc2c(n1)OC(c1ccsc1)N(C(C)=O)c1ccccc1-2 (stereo unspecified),23%,-6%,5%,11%,?,-2%,-17%,-9%,0%
Cc1ccc2nc(NC(=O)c3ccc(S(=O)(=O)N4CCCc5ccccc54)cc3)sc2c1,-7%&-5%,2%,42%[activator][57 µM],3%&1%,-9%&-4%,0%&-7%,25%&-1%[57.1 µM],-17%&4%,1%&-1%
C[C@H](CO)N1C[C@H](C)[C@@H](CN(C)S(C)(=O)=O)Oc2ccc(NC(=O)Nc3ccccc3)cc2C1=O,-22%,-1%,39%[activator],-4%,-3%,2%,11%,0%,1%
CC1(NC(=O)c2ccccc2)CCN(CCCc2ccccc2)C1=O (stereo unspecified),-6%,4%,39%[activator],-6%,-3%,-2%,30%,-4%,-7%
O=C(Cc1ccc(O)cc1)NCCNC(=S)NCc1ccccc1,-9%,-1%,15%,-12%,113%[activator],7%,-13%,-13%,-6%
COC(=O)c1ccc(-n2nc(C(F)(F)F)c3c2-c2ccoc2CC3)cc1,?,-5%,5%,6%,?,-2%,-19%,-18%,8%
CCCCOC(=O)c1ccc(NC(=S)NC(=O)c2c(Cl)cnn2C)cc1,-20%,-10%,5%,9%,-29%,-5%,-10%,1%,4%
CC1=C(C(=O)NC2CCCc3c2cnn3-c2cc(F)cc(F)c2)OCCO1 (stereo unspecified),-21%,-10%,20%,-3%,2%,7%,-11%,0%,-1%
COc1ccc(-c2cc(C(F)(F)F)n3nc(-c4ccc(Cl)cc4)cc3n2)cc1OC,14%,i,61%[activator],-2%,-25%,1%,12%,15%,-17%
CCCN1C2CCCC1CC(NC(=S)Nc1cc(C)cc(C)c1)C2 (stereo unspecified),25%,-8%,23%,7%,-19%,-1%,20%,-17%,-3%
Cn1c(Cc2ccccc2)nnc1SCC(=O)NC1CC1,7%,-10%,18%,-1%,4%,1%,-2%,-11%,-6%
O=C(COC(=O)C1CC(O)CN1C(=O)Oc1ccccc1)c1ccc(Br)cc1 (stereo unspecified),-5%,3%,26%,4%,?,-3%,8%,-12%,1%
CCN(C(=O)c1ccc(Cl)c([N+](=O)[O-])c1)c1ccccc1,-18%,0%,20%,0%,-2%,9%,16%[57.1 µM],-3%,3%
CC1CCCCN1C(=O)Cn1cc(C(=O)c2ccco2)c2ccccc21 (stereo unspecified),2%,-6%,37%,0%,1%,0%,-9%,-14%,0%
Cc1ccc(NC(=O)c2ccc(NCc3ccco3)c([N+](=O)[O-])c2)cc1Cl,-27%,0%,16%,5%,11%,-11%,-7%,-13%,?
COc1cccc(CN2CCNC(=O)C2CC(=O)N(C)C2CCOCC2)c1OC (stereo unspecified),-29%,-10%,17%,1%,?,2%,?,-8%,-5%
